# IL1B secr inh – inhibitors of inflammasome signaling (IL-1 beta secretion); activity change, % at 57.5 µM; THP-1 LPS/ATP IL-1B secretion, AlphaLISA, 16 h; hits give low values; hit rate 4.7% among 360,000; in the data active = activity change below about -50%; inconclusive = mostly about -30% to -49%; note: % is set by controls: 0 for no effect and ±100 for the full control effect
#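 Secreted IL-1B measured by AlphaLISA bead assay after 16 h compound exposure of THP-1 cells; compounds (final up to 57.5 uM) added 1 h before LPS (250 ng/mL) and ATP (1.25 mM) stimulation; lower signal means less secretion.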
# SW480 rerep – induces DNA re-replication in SW480 colon adenocarcinoma cells; hit rate 1.8% among 340,000; SW480 DNA re-replication, Hoechst DNA content imaging, 48 h; AID 624297; Potency, µM (highest dose often 46.1 µM), inactives show top-dose re-replication activation, most hits filed as activators; note: potency is the fitted concentration of half-maximal effect; % of control where 0% means no effect; nearly all actives have a fitted effect of over 55% in size
#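 Image-based read-out: total Hoechst fluorescence of nuclei (405 nm excitation, 500-530 nm emission), with hits raising the fraction of high-intensity nuclei. SW480 colon cells incubated 48 hr with compounds at 37 C.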
# HT1080NT lethal – kills 2HG-producing HT-1080-NT fibrosarcoma cells; Potency, µM (titrated, usually from 46.1 µM), for the others: at the highest dose activity, negative = less viability, most hits filed as cytotoxic; hit rate 1.6% among 360,000; AID 686970; HT-1080-NT fibrosarcoma viability, CellTiter-Glo ATP luminescence, 48 h;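 note: NT is the 2HG producing partner of a matched IDH1 knockdown line; potency is the fitted concentration of half-maximal effect; 0% = DMSO-treated cells and -100% = media-only wells without cells; nearly all actives have a fitted effect of over 55% in size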
#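 Toxicity toward the 2HG-producing NT line was scored as %Activity, normalised to DMSO and no-cell wells, from CellTiter-Glo luminescence after 48 hours' treatment.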
# HT1080 IDH1KD tx – toxicity to HT-1080 IDH1 knockdown cells (counter line); HT-1080 IDH1 knockdown viability, ATP luminescence, 48 h; Potency, µM (top dose mostly 46.1 µM), for the others: top-dose activity, negative = toxicity, hits mostly cytotoxic; hit rate 2% among 360,000; AID 686971;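 note: potency is the fitted concentration of half-maximal effect; 0% = DMSO wells and -100% = cell-free medium wells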
#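 Assay cells: HT-1080 with IDH1 knockdown, 750 per well, RPMI/5% FBS. Exposure: 48 h at 37 °C following 2 h pre-incubation. Read: CellTiter-Glo luminescence; fitted concentration-response, curve class assigned.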
# KB-V1 cytotox – kills drug-selected multidrug resistant KB-V1 cells. KB-V1 MDR cells viability, CellTiter-Glo, 72 h. Potency, µM (top dose mostly 46.1 µM), inactives show at the highest dose activity change, negative = cytotoxicity, hits mostly cytotoxic. hit rate 3.4% among 400,000; note: potency is the fitted concentration of half-maximal effect; % is set by controls: 0 for no effect and ±100 for the full control effect; nearly all actives have a fitted effect of over 60% in size
#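 In this primary screen, KB-V1 cells overexpressing P-gp are incubated with library compounds (lowest to highest concentration) for 72 h at 37 degrees C before a luminescent ATP viability read.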
# ATXN2 expr inh – reduces ATXN2 reporter expression in HEK-293 cells. HEK-293 ATXN2-luciferase reporter, luminescence, 24 h. Potency, µM (top dose mostly 57 µM), inactives show top-dose activity change, negative = inhibition, actives largely listed as inhibitors. hit rate 0.72% among 360,000; note: potency is the fitted concentration of half-maximal effect; % is set by controls: 0 for no effect and ±100 for the full control effect; nearly all actives have a fitted effect of over 55% in size
#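 qHTS (up to 57 uM final) was run with 24 h compound exposure of reporter cells at 37 °C. Each well was multiplexed: SteadyGlo luminescence measured ATXN2-luciferase expression after a fluorogenic Gly-Phe-AFC viability readout (25 uM final).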
# KB-3-1 tox – kills parental KB-3-1 adenocarcinoma cells. KB-3-1 viability, CellTiter-Glo ATP luminescence, 72 h. hit rate 1.4% among 400,000. Potency, µM (series often up to 46.1 µM), for the others: top-dose activity change, negative = cytotoxic, hits mostly cytotoxic; note: potency is the fitted concentration of half-maximal effect; % is set by controls: 0 for no effect and ±100 for the full control effect; nearly all actives have a fitted effect of over 60% in size
#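 Viability of parental KB-3-1 cells, measured by CellTiter-Glo luminescence, followed a 72 h incubation at 37 °C with pinned compounds in phenol-red-free DMEM containing 10% FBS.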
# MCF10A rereplic – DNA re-replication induction in MCF 10a cells; MCF 10A DNA re-replication, Hoechst nuclear intensity, 48 h; Potency, µM (doses to about 46.1 µM), inactives show at the highest dose activity, positive = re-replication, usual class: activators; hit rate 2.9% among 350,000; note: potency is the fitted concentration of half-maximal effect; % of control where 0% means no effect; nearly all actives have a fitted effect of over 50% in size
# ATXN viability – reduces viability in counter-screen for ATXN expression inhibitors. S2 cells (HEK-293 line with an ATXN2-luciferase reporter) viability, CellTiter-Fluor protease fluorescence, 24 h. Potency, µM (doses to about 56.7 µM), actives largely listed as cytotoxic. hit rate 0.49% among 400,000. AID 651635; note: potency is the fitted concentration of half-maximal effect; nearly all actives have a fitted effect of over 40% in size
# Active calls of the source: *; i = inactive; u = inconclusive; x = no result given; [ ] = another dose, or the depositor's remark. Unless noted, calls come from the whole dose curve; as a rule, active = well fitted curve in the direction sought with a large enough effect; inconclusive = small, poorly fitted or top-dose-only effect, or another doubt; inactive = no such curve, though single readings can be large; an effect the other way counts as inactive or inconclusive.
SMILES,IL1B secr inh,SW480 rerep,HT1080NT lethal,HT1080 IDH1KD tx,KB-V1 cytotox,ATXN2 expr inh,KB-3-1 tox,MCF10A rereplic,ATXN viability
O=C(NC(=O)c1c(F)cccc1F)O/N=C1\CCCc2occc21,-1,19%,17%,4%,u,9%,5%,-8%,x
c1ccc2c(-c3nn[nH]n3)cccc2c1,38,-5%,-1%,-8%,14%,6%,-3%,0%,i
O=C1NC(=O)C(CC(=O)N(Cc2cccs2)C2(C(=O)NC3CCCCC3)CCCCC2)N1 (stereo not drawn),3,20%,-1%,-19%,14%,-8%,-4%,18%,i
Cc1cccc(NC(=O)CSCC(=O)N(C)Cc2ccc(Cl)c(Cl)c2)c1,2,u,-3%,0%,-10%,-35%,0%,6%,i
O=C(COC(=O)c1ccccc1O)Nc1cccnc1Cl,13,-54%[inhibitor],0%,4%,3%,7%,16%,5%,i
COC(=O)NNC(=O)COc1ccc2ccccc2c1Br,-12,4%,0%,11%,-13%,30%[activator],u,11%,i
CCOc1cc(N2CCOCC2)c(OCC)cc1NC(=O)C1=COCCO1,-26,6%,1%[9.24 µM],2%,1%,-1%,u,-1%,i
CCc1nc2ccccc2n2c(-c3ccccc3)c3c(=O)n(C)c(=O)n(C)c3c12,x,x,x,x,-1%,-1%,u,x,i
O=[N+]([O-])c1cccc(-c2ccc3nnc(SCc4cccnc4)n3n2)c1,7,4%,5%,13%,-29%,-2%,4%,-1%,i
Nc1c2nc(-c3ccccc3)[nH]c(=O)c2nc(=O)n1-c1ccccc1,9,-13%,6%,3%,-13%,x,-12%,u,i
C/C(=N\Nc1ccc2nncn2n1)c1cccs1,25,u,3%,0%,u,6%,-2%,u,i
COc1cc(/C=C2\C(=N)N3N=C(C)SC3=NC2=O)cc(OC)c1OCCOc1ccccc1C,-9,0%,-8%,-3%,-3%,x,-1%,-9%,i
CC(=O)c1ccc(OCC(O)CN2CCN(S(=O)(=O)c3c(C)cc(C)cc3C)CC2)cc1 (stereo not drawn),17,14%,-14%,-2%,-7%,6%,-3%,u,i
FC(F)C(F)(F)Oc1cccc(Nc2nccn3c(-c4cc(C(F)(F)F)cc(C(F)(F)F)c4)cnc23)c1,-6,x,-2%,0%,-3%,3%,0%,x,i
O=C(NNc1ccccc1)C(CCO)C(=O)NNc1ccccc1,-3,u,7.3µM*,6.5µM*,4%,-29%,-11%,12µM*,i
COc1ccc(CNC(=O)c2ccc3nc(-c4ccc(F)cc4)c(-c4ccc(F)cc4)nc3c2)cc1,x,x,x,x,-2%,6%,u,x,i
COC(=O)c1sc(-c2ccc(Cl)cc2)cc1NC(=O)/C=C/C(=O)O,-95*,u,u,u,u,u,u,u,x
O=C(Cc1ccc(Br)cc1)NCCCn1ccnc1,14,-2%,5%,15%,2%,16%,11%,u,i
Cc1ccc(-n2c(CCc3nc4ccccc4[nH]3)n[nH]c2=S)cc1,31,3%,8%,24%,0%,-20%,7%,0%,i
COc1cc(NC(=O)Cn2c(=O)n(Cc3ccccc3OC)c(=O)c3cccnc32)cc(OC)c1,x,x,x,x,5%,-10%,5%,x,i
Cc1nn(C(C)C(=O)NC2C(=O)N3C(C(=O)O)=C(CSc4nnnn4C)CSC23)cc1Cl (stereo not drawn),16,-87%[inhibitor],2%,10%,15%,x,1%,0%,i
CCOC(=O)N1CCC(NC(=O)C2CCN(S(=O)(=O)N3CCCC3)CC2)CC1,4,0%,0%,-2%,0%,8%,0%,u,i
Oc1ccc(C(=S)N2CCCC2)cc1,7,-7%,7%,8%,14%,x,4%,u,i
CCOC(=O)CCCCCC(=O)Nc1ccc2c(c1)C(=O)N([C@@H](C)CO)C[C@H](C)[C@H](CN(C)C(=O)c1ccccc1)OCCCC[C@H](C)O2,-10,x,0%,3%,0%,-14%,5%,x,u
O=C1CC2(CCCCC2)Oc2ccc(OCC(=O)N3CCOCC3)cc21,39,-3%,3%,u,12µM*,17%,-19%,-1%,i
COc1cc(C(=O)N2CCN(C(=O)c3cccc4ccccc34)CC2)cc(OC)c1OC,-7,0%,1%,u,-18%,1%,2%,15%,i
CC1(C)C(=O)Nc2ccccc2N1C(=O)COc1cccnc1[N+](=O)[O-],4,-12%,13%,30%,0%,-18%,5%,1%,i
O=C(c1ccc2c(c1)N(Cc1ccc(Cl)cc1)C(=O)c1ccccc1S2=O)N1CCN(c2ccccc2F)CC1 (stereo not drawn),x,x,x,x,-9%,-15%,0%,x,i
COc1cc(C2Nc3cccc4cccc(c34)N2)cc(OC)c1OC(C)=O,-20,-7%,-1%,0%,-18%,-10%,u,-9%,u
O=C(Cn1cccc(C(F)(F)F)c1=O)c1ccc(Cl)cc1,-5,-5%,12%,20%,1%,3%,3%,2%,i
Cc1cc(C)c[n+](-c2nc3ccccc3nc2[N-]S(=O)(=O)c2ccc(Br)s2)c1,-11,12%,-1%,11%,-2%,26%,18%,18%,i
Cc1ccc(CN2CCN(CC(=O)N/N=C/c3ccccc3F)CC2)cc1,u,-4%,14%,-1%,-8%,x,4%,-1%,i
COc1ccc2nc(SC(C)C(=O)NC3CCCC3)[nH]c2c1 (stereo not drawn),6,-72%[inhibitor],-17%,-10%,-16%,6%,-3%,0%,i
CCCCNC(=O)C1CCN(c2nc3ccccc3nc2C(F)(F)F)CC1,x,x,x,x,-17%,-6%,-3%,x,i
CC(=O)c1sc2nc(SCC(=O)NCCc3ccccc3)[nH]c(=O)c2c1C,50,1%,-1%,3%,u,7%,u,0%,i
COc1ccc(-c2nnc3ccc(SCC(=O)N4CCN(c5ccccc5)CC4)nn23)cc1,-4,-5%,13%,14%,u,-2%,-1%,10%,i
CC(C)NC(=O)CCSc1nc(-c2ccc3c(c2)OCO3)cc(C(F)(F)F)n1,x,x,x,x,u,-16%,0%,x,i
CCC(C)NC(=O)CCCCCn1c(=O)[nH]c2cc(OC)c(OC)cc2c1=O (stereo not drawn),75,-23%,0%,-2%,3%,x,22%,0%,x
COc1ccc(C(=O)Nc2cccnc2)cc1S(=O)(=O)N1CCOCC1,-13,-11%,0%,-5%,8%,x,-3%,1%,x
CC(Oc1ccccc1)C(=O)NNC(=O)c1cccs1 (stereo not drawn),7,-3%,13%,13%,27%,8%,5%,5%,i
CCN(CC)C(=S)Nc1ccc2nc3n(c(=O)c2c1)CCCCC3,15,-6%,6%,-4%,u,3%,2%,3%,i
Cc1cc(NC(=O)c2ccc(Cl)c([N+](=O)[O-])c2)no1,x,u,27%,21%,-6%,0%,0%,-6%,i
CN(C(=O)COc1ccccc1)C1CCS(=O)(=O)C1 (stereo not drawn),-1,-11%,8%,2%,-9%,5%,6%,17%,i
CCC(c1nnc(SCC(=O)N2CC(=O)Nc3ccccc32)n1Cc1ccccc1)N(C)C (stereo not drawn),2,6%,1%,-3%,-8%,-2%,8%,-8%,i
Nn1c(C2COc3ccccc3O2)n[nH]c1=S (stereo not drawn),0,-7%,11%,2%,7%,x,3%,-3%,i
COCCCNC(=O)c1c(NC(=O)C2COc3ccccc3O2)sc2c1CCCC2 (stereo not drawn),18,0%,-8%,-1%,-14%,-22%,3%,u,i
Cc1[nH]c(SCC(=O)Nc2cc(S(C)(=O)=O)ccc2Cl)nc1Cc1ccccc1,-11,-23%,-4%,-5%,-31%,-4%,-5%,19%,i
CCOC(=O)CSc1nc2ccc(NC(=O)c3ccccc3F)cc2s1,x,x,x,x,10%,0%,8%,x,u
O=C(COc1ccccc1Cl)NCc1ccccc1,0,-4%,6%,11%,-5%,38%,5%,u,i
CCCn1c(CC)nc([N+](=O)[O-])c1S(=O)(=O)c1ccccc1,-104*,u,u,u,-10%,u,u,3.7µM*,x

# Later entries
SMILES,IL1B secr inh,SW480 rerep,HT1080NT lethal,HT1080 IDH1KD tx,KB-V1 cytotox,ATXN2 expr inh,KB-3-1 tox,MCF10A rereplic,ATXN viability
CC(C)(C)OC(=O)NCCCCCc1nnc(SCc2ccc(F)cc2)o1,-14,12%,-26%,-30%,u,-29%,-2%,3%,i
CCCCOP(=O)(OCCCC)C(Nc1ccccc1)c1ccc2c(c1)OCO2 (stereo not drawn),-28,-60%[inhibitor],-7%,-26%,7.3µM*,-13%,u,u,i
O=C(O)c1ccc(Cl)c(N2C(=O)Nc3ccccc3N2O)c1,13,-2%,13%,17%,26%,x,1%,-4%,i
Cc1ccc2[nH]c(=O)c(CN3CCCCC3)c(-c3ccccc3)c2c1,u,20%,-20%,-4%,-12%,-18%,-2%,-17%,i
Nc1nc(=S)[nH]c2c1C1(CCCCC1)Cc1ccccc1-2,6,-92%[inhibitor],0%,5%,23µM*,5%,u,2%,i
Cc1ccc2cc(CN(CC3CCCO3)C(=S)NCc3ccco3)c(=O)[nH]c2c1C (stereo not drawn),u,20%,-21%,u,u,95%[activator],-35%,16%,i
COC(=O)c1sccc1NC(=S)N1CCN(c2cc(C)ccc2C)CC1,16,u,-17%,-20%,u,-20%,u,u,i
Cc1ccc(S(=O)(=O)NCC(=O)N(CCc2ccccc2)CC(=O)NCc2ccco2)cc1,-7,-3%,2%,4%,-3%,5%,-1%,6%,i
N/C(=N\OC(=O)c1cccc(Br)c1)c1ccccn1,21,-2%,-23%,-20%,-4%,u,-3%,-24%,i
O=C1NC(=O)/C(=C/c2cc3c(cc2Br)OCO3)S1,-3,22%,-1%,-22%,0%,24%,-8%,3%,i
CCCCNc1c(-c2ccc(OC)c(SC3CCCCC3)c2)nc2cnccn12,-70*,u,u,u,0%,u,0%,16µM*,x

# Reprinted at random: two entries already listed
SMILES,IL1B secr inh,SW480 rerep,HT1080NT lethal,HT1080 IDH1KD tx,KB-V1 cytotox,ATXN2 expr inh,KB-3-1 tox,MCF10A rereplic,ATXN viability
O=C(c1ccc2c(c1)N(Cc1ccc(Cl)cc1)C(=O)c1ccccc1S2=O)N1CCN(c2ccccc2F)CC1 (stereo not drawn),x,x,x,x,-9%,-15%,0%,x,i
c1ccc2c(-c3nn[nH]n3)cccc2c1,38,-5%,-1%,-8%,14%,6%,-3%,0%,i

# Source: PubChem
